# Vif-APOBEC3G blk – blocks the Vif interaction with human APOBEC3G. HeLa A3G-eYFP + Vif (tagged APOBEC3G with the HIV-1 protein that degrades it), YFP fluorescence, overnight. 410,000 compounds, 0.076% hits. Potency, µM (doses to about 46.1 µM), inactives show top-dose activity, negative = active, usual class: inhibitors;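 further: on the % scale 0 is the no-effect control and ±100 the full control effect; nearly all actives have a fitted effect of over 60% in size; hits raise eYFP signal because A3G escapes Vif-driven loss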
#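 Read-out is eYFP fluorescence (Ex 488/Em 500-530) from Vif-expressing HeLa A3G-eYFP cells; more signal means A3G escaped Vif-mediated degradation. Cells plated overnight, compound pinned in, incubated overnight at 37 deg C.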
# mIDH1 inhibitor – blocks human mutant IDH1 R132H enzyme. IDH1-R132H enzyme, NADPH consumption, diaphorase/resazurin fluorescence. 390,000 compounds, 0.093% hits. Potency, µM (series often up to 76.6 µM), for the others: at the top dose activity change, negative = inhibition, actives largely listed as inhibitors; further: on the % scale 0 is the no-effect control and ±100 the full control effect; nearly all actives have a fitted effect of over 65% in size
#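 IDH1-R132H (0.5 ug/mL dispensed) in pH 7.5 Tris buffer was preincubated 30 min with compound, then given a substrate mix of 0.016 mM NADPH and 2 mM alpha-KG for 80 min at room temperature; remaining NADPH was read by diaphorase/resazurin fluorescence.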
# RXFP1 ag – agonists of human relaxin receptor RXFP1; Q9HBX9; HEK293T-RXFP1 cAMP TR-FRET, 30 min; response scale: percent of porcine relaxin response, buffer zero; Potency, µM (doses to about 57.5 µM), inactives show at the top dose activation, most hits filed as activators; 370,000 compounds, 0.3% hits; AID 2676; further: on the % scale 0 is the no-effect control and ±100 the full control effect; nearly all actives have a fitted effect of over 60% in size; many of its hits are not listed in these tables
#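 cAMP rise read by TR-FRET after 30 min, 37C compound exposure (up to 58 uM) in RXFP1-transfected HEK293 cells with Ro 20174 present. EC50 from Hill-equation fits, with 29 nM porcine relaxin as 100% and buffer as basal.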
# RGS4 inhibitor – human RGS4 inhibition | P49798 | Transcreener GDP fluorescence polarization, RGS4-accelerated GTP hydrolysis | Potency, µM (highest dose often 114 µM), for the others: top-dose activity change, negative = inhibition, actives largely listed as inhibitors | 390,000 compounds, 0.039% hits; further: on the % scale 0 is the no-effect control and ±100 the full control effect; nearly all actives have a fitted effect of over 75% in size; some results filed as inactive show a strong effect at the top dose
#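 MLSMR compounds (23 nl, pin-transferred) preincubated 10 min at room temperature with a 500nM (2x) first reagent, then RGS4 at 900nM (2x) plus Transcreener GDP mix added; fluorescence polarization (620/688 nm) read before and after 90 min at 30 °C.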
# USP1-UAF1 inh – inhibitors of human USP1/UAF1 deubiquitinase | O94782 | recombinant USP1/UAF1, Ub-Rhodamine cleavage fluorescence | Potency, µM (titrated, usually from 57.1 µM), for the others: top-dose activity change, negative = inhibition, most hits filed as inhibitors | 390,000 compounds, 0.23% hits; further: on the % scale 0 is the no-effect control and ±100 the full control effect; nearly all actives have a fitted effect of over 60% in size; inactives centre near -12
# Target sequence (O94782 whole entry, looked up): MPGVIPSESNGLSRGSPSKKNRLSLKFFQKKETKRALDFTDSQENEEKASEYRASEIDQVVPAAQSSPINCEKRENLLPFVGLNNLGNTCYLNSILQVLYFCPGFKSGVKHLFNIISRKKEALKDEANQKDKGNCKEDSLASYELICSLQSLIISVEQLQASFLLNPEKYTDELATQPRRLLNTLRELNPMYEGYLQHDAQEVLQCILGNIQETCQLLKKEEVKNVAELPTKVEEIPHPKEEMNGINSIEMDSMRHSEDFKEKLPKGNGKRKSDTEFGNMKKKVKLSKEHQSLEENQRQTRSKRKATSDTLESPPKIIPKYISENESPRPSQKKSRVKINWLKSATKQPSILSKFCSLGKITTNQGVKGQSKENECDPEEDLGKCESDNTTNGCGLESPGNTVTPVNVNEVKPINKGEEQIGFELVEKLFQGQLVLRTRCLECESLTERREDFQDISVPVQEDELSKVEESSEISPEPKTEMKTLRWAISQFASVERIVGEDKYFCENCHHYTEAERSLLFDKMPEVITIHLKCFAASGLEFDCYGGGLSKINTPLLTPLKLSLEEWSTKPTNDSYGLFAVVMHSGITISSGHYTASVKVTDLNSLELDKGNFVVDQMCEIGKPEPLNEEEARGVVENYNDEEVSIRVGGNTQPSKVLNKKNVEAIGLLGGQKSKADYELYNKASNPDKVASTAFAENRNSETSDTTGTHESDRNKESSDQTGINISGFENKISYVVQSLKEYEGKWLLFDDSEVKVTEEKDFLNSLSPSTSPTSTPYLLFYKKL
#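 Step one: compound is pinned into 1nM USP1/UAF1 in HEPES pH 7.8 buffer with TCEP. Step two: 15 min room-temperature incubation. Step three: Ub-Rho (150nM final) starts cleavage, tracked by fluorescence over six one-minute reads.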
# TrxR1 substrate – substrates of rat thioredoxin reductase 1; Potency, µM (doses to about 114 µM), for the others: at the highest dose activity change, negative = substrate turnover; purified TrxR1 substrate turnover, NADPH consumption readout; 390,000 compounds, 0.01% hits; O89049; further: on the % scale 0 is the no-effect control and ±100 the full control effect; nearly all actives have a fitted effect of over 50% in size
#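 Rat TrxR1, dispensed at 90 nM, was prereduced with 400 uM NADPH (final) for 5 min at ~22 deg C, then incubated with compound 15 min before 400 uM selenite. A first-read NADPH fluorescence drop versus no-compound background flagged substrates.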
# 12-LOX inh – blocks human arachidonate 12S-lipoxygenase; P18054; purified 12hLO, xylenol orange hydroperoxide absorbance; Potency, µM (doses to about 108 µM), for the others: at the top dose activity change, negative = inhibition, most hits filed as inhibitors; 580,000 compounds, 1.1% hits; AID 1671190; further: on the % scale 0 is the no-effect control and ±100 the full control effect
#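 Hydroperoxide product was detected by ferrous iron/xylenol orange as the 573 to 405 nm absorbance ratio. Arachidonic acid at 40 uM (final) was turned over for 30 min at room temperature by 150 nM human 12hLO, pH 7.0 Hepes buffer, after 15 min compound preincubation.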
# Vif-A3F inh – Vif-A3F binding inhibition; HeLa A3F-eYFP + Vif (tagged APOBEC3F with the HIV-1 protein that degrades it), YFP fluorescence increase; Potency, µM (highest dose often 46.1 µM), without a hit: at the highest dose activity, negative = active; 390,000 compounds, 0.2% hits; further: % of control where 0% means no effect; nearly all actives have a fitted effect of over 65% in size
#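 HeLa cells stably expressing Vif plus C-terminally eYFP-tagged A3F were seeded, incubated overnight at 37 deg C, dosed with compound, incubated overnight again at 37 deg C. Yellow fluorescence (Ex 488/Em 500-530) reported blocked Vif-mediated A3F-eYFP degradation.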
# TrxR1 inh – inhibitors of rat thioredoxin reductase 1 | 390,000 compounds, 1% hits | Potency, µM (doses to about 114 µM), without a hit: at the top dose activity change, negative = inhibition, most hits filed as inhibitors | recombinant rTrxR1, NADPH fluorescence consumption, selenite substrate | AID 588453 | O89049; further: on the % scale 0 is the no-effect control and ±100 the full control effect; nearly all actives have a fitted effect of over 65% in size
#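 Rat TrxR1 (90 nM in the dispensed reagent) was pre-reduced with 400 uM NADPH for 5 min at room temperature, then incubated with compound for 15 min. After 400 uM selenite was added, NADPH fluorescence (Ex 340/Em 450 nm) was followed for 8 min.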
# * marks the source's active call; other numbers are inactive results; ? = inconclusive; [ ] = another dose, or the depositor's remark. The call rests on the fitted dose curve; in most records, active means well fitted curve in the direction sought with a large enough effect; inconclusive means small, poorly fitted or top-dose-only effect, or another doubt; inactive means no such curve, though single readings can be large; an effect the other way counts as inactive or inconclusive. Potency means the concentration at half of the fitted maximal effect. Only part of the results is shown; the hit share may differ from the screen's.
[1] Cc1nn(Cc2ccc(F)cc2)c2sc(C(=O)Nc3ccccc3N3CCOCC3)cc12
[2] O=C(O)/C=C/c1ccc(S(=O)(=O)NCc2cccnc2)cc1
[3] CC(=NCCc1c(C)[nH]c2ccc(OC(F)(F)F)cc12)C1=C(O)CC(c2ccccc2)CC1=O (configuration not stated)
[4] CNS(=O)(=O)c1cn(CC(=O)Nc2ccc(C)c(N(C)C)c2)cc1S(=O)(=O)NC
[5] O=C(O)/C=C/c1ccc(Oc2ncccn2)cc1
[6] O=C(c1ccco1)N1CCN(C(=O)c2nn3cccnc3c2Cl)CC1
[7] C=CCn1c(-c2ccc(OC)cc2)nc2ccccc21
[8] O=C(Nc1ccc2c(c1)OCO2)c1cc(-c2ccc(Cl)cc2)on1

assay / compound,1,2,3,4,5,6,7,8
Vif-APOBEC3G blk,0%,5%,-26%,1%,-8%,2%,1%,5%
mIDH1 inhibitor,-6%,-2%,0%,-1%,-8%,10%,5%,-3%
RXFP1 ag,0.8%,-1.1%,-0.3%,2.6%,-0.2%,2.7%,-0.4%,2.3%
RGS4 inhibitor,-12%,9%[11.4 µM],-20%,9%,24%,-11%,-12%,-16%
USP1-UAF1 inh,3%,-18%,-15%,3%,-9%,-8%,-3%,-26%
TrxR1 substrate,4%[11.4 µM],-8%,-2%[57.1 µM],8%,-7%,3%[57.1 µM],6%,2%
12-LOX inh,3%,0%,-5%,-19%,16%,8%,0%,-23%
Vif-A3F inh,-18%,5%,0%,0%,-24%,3%,0%,-4%
TrxR1 inh,10%,-5%,24%[57.1 µM],32%,-1%,0%[57.1 µM],-12%,19%

[9] CC(CCc1ccccc1)NC(=O)CCC(=O)N1CCC(C(=O)O)CC1 (configuration not stated)
[10] CS(=O)(=O)N1CCC(CO)(Cc2ccccc2C(F)(F)F)CC1
[11] COc1ccccc1NC(=O)Nc1ccc(N2CCOCC2)cc1
[12] Cc1ccc(C(=O)NNC2=Nc3cccc4cccc2c34)cc1
[13] O=C(N/N=C/c1ccc(Sc2nc3ccccc3s2)c([N+](=O)[O-])c1)c1ccccn1
[14] CC(=O)NC(c1ccc(C)cc1)c1cc([N+](=O)[O-])c2cccnc2c1O (configuration not stated)
[15] CCOc1ccccc1NC(=O)COc1ccc2ccc(=O)oc2c1
[16] CCCCCCCCNC(=S)NCCN1CCCCC1
[17] Cn1nnnc1SCC(=O)NC(=O)c1cccc([N+](=O)[O-])c1
[18] O=C(Cn1cncn1)N1CCN(c2ccc(F)cc2)CC1
[19] CCCCN1C(=O)N(c2ccccc2Cl)C(C)(O)CC1(C)C (configuration not stated)

assay / compound,9,10,11,12,13,14,15,16,17,18,19
Vif-APOBEC3G blk,2%,-1%,9%,-12%,1%,-19%,9%,-15%,1%,3%,1%
mIDH1 inhibitor,-3%,-1%,-1%,10%,2%,-16%,-17%,3%,1%,3%,9%
RXFP1 ag,1.3%,2.7%,1.9%,-2.1%,-0.1%,0.9%,2.1%,-0.7%,2.4%,1.4%,6.5%
RGS4 inhibitor,7%,-3%,0%,-7%,20%,?,26%,0%[56.9 µM],3%,15%,4%
USP1-UAF1 inh,0%,-24%,-28%,-14%,-1%,-21%,-15%,4%,-13%,-18%,3%
TrxR1 substrate,5%,4%,6%,-7%,0%[57.1 µM],-3%[57.1 µM],61%[activator],-15%,3%,1%,0%
12-LOX inh,?,91%[activator],-6%,17%,8%,45µM*,-12%,?,-3%,28%,5%
Vif-A3F inh,2%,2%,0%,2%,-6%,-22%,-4%,-8%,2%,-7%,10%
TrxR1 inh,38%[2.29 µM],20%,22%,-17%,16%[57.1 µM],-2%[57.1 µM],16%,-24%,17%,10%,17%

# By substructure: those above with a halogen
[1] Cc1nn(Cc2ccc(F)cc2)c2sc(C(=O)Nc3ccccc3N3CCOCC3)cc12
[3] CC(=NCCc1c(C)[nH]c2ccc(OC(F)(F)F)cc12)C1=C(O)CC(c2ccccc2)CC1=O (configuration not stated)
[6] O=C(c1ccco1)N1CCN(C(=O)c2nn3cccnc3c2Cl)CC1
[8] O=C(Nc1ccc2c(c1)OCO2)c1cc(-c2ccc(Cl)cc2)on1
[10] CS(=O)(=O)N1CCC(CO)(Cc2ccccc2C(F)(F)F)CC1
[18] O=C(Cn1cncn1)N1CCN(c2ccc(F)cc2)CC1
[19] CCCCN1C(=O)N(c2ccccc2Cl)C(C)(O)CC1(C)C (configuration not stated)

assay / compound,1,3,6,8,10,18,19
Vif-APOBEC3G blk,0%,-26%,2%,5%,-1%,3%,1%
mIDH1 inhibitor,-6%,0%,10%,-3%,-1%,3%,9%
RXFP1 ag,0.8%,-0.3%,2.7%,2.3%,2.7%,1.4%,6.5%
RGS4 inhibitor,-12%,-20%,-11%,-16%,-3%,15%,4%
USP1-UAF1 inh,3%,-15%,-8%,-26%,-24%,-18%,3%
TrxR1 substrate,4%[11.4 µM],-2%[57.1 µM],3%[57.1 µM],2%,4%,1%,0%
12-LOX inh,3%,-5%,8%,-23%,91%[activator],28%,5%
Vif-A3F inh,-18%,0%,3%,-4%,2%,-7%,10%
TrxR1 inh,10%,24%[57.1 µM],0%[57.1 µM],19%,20%,10%,17%
